# BioA inh – BioA (M. tuberculosis) enzyme inhibition; inhibition, % at 9.99 µM; 0.096% of 360,000 active; purified M. tuberculosis BioA enzyme, plate reader; AID 602481; in the data active = inhibition above about 40%
# The depositor's hits bear a star. These rows are one share of the data; count on the stated rates, not on these rows.
SMILES,BioA inh
CNC(=O)C[C@@H]1CC[C@@H]2[C@@H](COc3ccc(NC(=O)Nc4ccc(F)c(F)c4)cc3C(=O)N2C)O1,33
CCNC(=O)C[C@@H]1CC[C@H]2[C@@H](COC[C@H](O)CN2Cc2ccncc2)O1,-0.4
COc1ccc(NC(=O)N(C)C[C@@H]2Oc3ccc(NC(=O)Nc4ccc(C(F)(F)F)cc4)cc3CC(=O)N([C@H](C)CO)C[C@H]2C)cc1,0.3
C[C@H](CO)N1C[C@H](C)[C@@H](CN(C)Cc2ccc(Oc3ccccc3)cc2)Oc2ncc(-c3ccncc3)cc2C1=O,-0.9
O=C(C[C@H]1C=C[C@H](NC(=O)c2cccc(F)c2)[C@@H](CO)O1)NCCN1CCCC1,-4.7
O=C(C[C@@H]1C=C[C@@H](NC(=O)Nc2ccc(F)cc2)[C@@H](CO)O1)NCCN1CCCC1,1.1
Cc1noc(C)c1S(=O)(=O)N(C)C[C@@H]1Oc2ccc(NC(=O)Nc3ccc(C(F)(F)F)cc3)cc2CC(=O)N([C@H](C)CO)C[C@H]1C,-1.5
CC=Cc1ccc2n(c1=O)C[C@H]1[C@H](CO)[C@@H](C(=O)NCC3CC3)[C@@H]2N1CCC (mixture of isomers),-1.8
CCC(=O)N(C)C[C@@H]1Oc2ncc(C3=CCCC3)cc2C(=O)N([C@@H](C)CO)C[C@H]1C,-1.9
CO[C@H]1CN(C)C(=O)c2ccc(NC(=O)C3CC3)cc2OC[C@H](C)N(C(=O)c2ccncc2)C[C@H]1C,-1.0
CN1c2ccc(-c3ccc(F)cc3)cc2[C@H]2[C@H](CCN2S(=O)(=O)c2cccc(F)c2)[C@H]1CO,2.5
C[C@@H]1CN([C@H](C)CO)S(=O)(=O)c2ccc(C#Cc3ccccn3)cc2O[C@@H]1CN(C)CC1CC1,2.0
COc1cccc(S(=O)(=O)N2C[C@@H](O)COC[C@H]3O[C@@H](CC(=O)N4CCN(C)CC4)CC[C@@H]32)c1,0.5
C[C@H](CO)N1C[C@H](C)[C@H](CN(C)CC2CCCCC2)OCCCC[C@H](C)Oc2ccc(NS(=O)(=O)c3cn(C)cn3)cc2C1=O,-0.5
CO[C@@H]1CN(C)C(=O)c2ccc(NC(=O)C3CC3)cc2OC[C@@H](C)N(CC2CCCC2)C[C@@H]1C,-1.6
COc1ccc(NC(=O)Nc2ccc3c(c2)C(=O)N([C@@H](C)CO)C[C@@H](C)[C@H](CN(C)C(=O)NC2CCCCC2)OCCCC[C@@H](C)O3)cc1,1.2
C[C@H](CO)N1C[C@H](C)[C@H](CN(C)C(=O)Cc2ccccn2)Oc2cc(-c3cccc(C(=O)N(C)C)c3)ccc2S1(=O)=O,0.3
O=C(C[C@@H]1CC[C@@H]2[C@H](COC[C@H](O)CN2Cc2cc(F)ccc2F)O1)N1CCc2ccccc2C1,0.5
COc1cccc(-c2ccc3c(c2)O[C@H](CN(C)C(=O)C2CCOCC2)[C@H](C)CN([C@@H](C)CO)S3(=O)=O)c1,-0.5
C[C@H]1CN([C@@H](C)CO)C(=O)c2cc(-c3cccc(C#N)c3)cnc2O[C@H]1CN(C)C(=O)C1CCOCC1,16
CCNC(=O)[C@@H]1[C@@H](CO)[C@@H]2Cn3c(ccc(/C=C/c4ccccc4)c3=O)[C@H]1N2,-1.2
C[C@H](CO)N1C[C@H](C)[C@H](CN(C)C(=O)CC2CC2)Oc2cc(C#CCC3CCCC3)ccc2S1(=O)=O,-1.8
COCC(=O)Nc1ccc2c(c1)OC[C@@H](C)N(C)C[C@@H](C)[C@H](OC)CN(C)C2=O,0.2
COc1cccc(CNC(=O)[C@H]2[C@H](CO)[C@H]3Cn4c(ccc(-c5ccncc5)c4=O)[C@@H]2N3C(C)=O)c1,-3.0
CN1c2ccc(-c3cccc(F)c3)cc2[C@H]2[C@H](CCN2C(=O)C2CCOCC2)[C@H]1CO,76*

# The last two compounds of the section before come first, to join the parts.
SMILES,BioA inh
COc1cccc(CNC(=O)[C@H]2[C@H](CO)[C@H]3Cn4c(ccc(-c5ccncc5)c4=O)[C@@H]2N3C(C)=O)c1,-3.0
CN1c2ccc(-c3cccc(F)c3)cc2[C@H]2[C@H](CCN2C(=O)C2CCOCC2)[C@H]1CO,76*
CC=Cc1ccc2n(c1=O)C[C@@H]1[C@@H](CO)[C@H](C(=O)N3CCCCC3)[C@H]2N1C(=O)C1CCC1 (mixture of isomers),-1.9
O=C(Nc1ccc2c(c1)[C@H]1C[C@H](CC(=O)N3CCc4ccccc4C3)O[C@@H](CO)[C@H]1O2)C1CCC1,-1.6
O=C(NCC[C@@H]1CC[C@H](NC(=O)c2ccncc2)[C@@H](CO)O1)Nc1ccc(Cl)cc1,2.1
Cc1noc(C)c1NC(=O)N(C)C[C@H]1Oc2c(NC(=O)NC3CCCCC3)cccc2C(=O)N([C@H](C)CO)C[C@H]1C,0.4
O=C(C[C@H]1C[C@@H]2c3cc(NS(=O)(=O)c4ccc(F)cc4)ccc3O[C@@H]2[C@@H](CO)O1)N1CCOCC1,-0.7
CO[C@@H]1CN(C)C(=O)c2cc(NC(=O)Nc3cc(F)ccc3F)ccc2OC[C@@H](C)N(C(=O)c2cnccn2)C[C@@H]1C,0.3
C[C@@H]1CN([C@H](C)CO)C(=O)c2cc(NS(=O)(=O)c3cccs3)ccc2O[C@@H]1CN(C)S(=O)(=O)c1ccc(Cl)cc1,7.8
O=C(NC[C@@H]1[C@@H](c2ccccc2)[C@H](CO)N1Cc1ccccn1)C1CCCC1,-8.4
Cc1noc(C)c1NC(=O)Nc1cccc2c1O[C@H](CN(C)C(=O)NC1CCCCC1)[C@@H](C)CN([C@@H](C)CO)C2=O,-1.1
CCCNC(=O)N1C[C@H](C)[C@@H](OC)CN(C)C(=O)c2cc(NS(C)(=O)=O)ccc2OC[C@@H]1C,-1.0
COc1ccc(S(=O)(=O)N(C)C[C@@H]2Oc3ccc(NS(=O)(=O)c4ccc(Cl)cc4)cc3CC(=O)N([C@H](C)CO)C[C@H]2C)cc1,-6.2
C[C@@H]1CN([C@H](C)CO)C(=O)Cc2cc(NC(=O)C3CC3)ccc2O[C@@H]1CN(C)C,-3.1
C[C@H]1CN([C@@H](C)CO)S(=O)(=O)c2ccc(Br)cc2O[C@H]1CN(C)S(=O)(=O)c1ccc(F)cc1,1.3
C[C@H](CO)N1C[C@H](C)[C@@H](CN(C)C)Oc2ccc(NC(=O)Nc3ccc(C(F)(F)F)cc3)cc2C1=O,-0.9
C[C@H](CO)N1C[C@H](C)[C@@H](CN(C)C(=O)c2ccncc2)OCCCC[C@H](C)Oc2ccc(NC(=O)c3ccccc3)cc2C1=O,-0.6
CCCNC(=O)C[C@H]1CC[C@@H]2[C@H](COc3ccc(NC(=O)c4cccc(Cl)c4)cc3C(=O)N2C)O1,0.5
C[C@@H]1CN([C@H](C)CO)C(=O)c2cccc(NS(=O)(=O)c3cccs3)c2O[C@H]1CN(C)Cc1ccncc1,-0.1
CN(C)C(=O)[C@H]1[C@H](CO)[C@H]2Cn3c(ccc(-c4ccncc4)c3=O)[C@H]2N1Cc1ccccc1F,0.5
Cc1ccc(S(=O)(=O)N2C[C@@H](O)COC[C@H]3O[C@@H](CC(=O)NCc4ccc(Cl)c(Cl)c4)CC[C@@H]32)cc1,1.1
C[C@H]1CCCCO[C@H](CN(C)Cc2ccc3c(c2)OCO3)[C@@H](C)CN([C@@H](C)CO)C(=O)c2cc(NC(=O)Cc3ccccc3)ccc2O1,4.5
Cn1cnc(S(=O)(=O)N2C[C@@H](O)COC[C@@H]3O[C@@H](CC(=O)NCc4ccc(F)cc4)CC[C@H]32)c1,-0.3
C[C@H]1CN([C@@H](C)CO)C(=O)c2cc(-c3cccc(F)c3)cnc2O[C@H]1CN(C)C,-2.9
COc1ccc(NC(=O)N[C@@H]2CC[C@H](CCNS(=O)(=O)c3ccccc3F)O[C@@H]2CO)cc1,-1.9
CO[C@H]1CN(C)C(=O)c2cc(NS(=O)(=O)c3ccccc3)ccc2OC[C@H](C)NC[C@H]1C,-0.9
CO[C@@H]1CN(C)C(=O)c2cc(NC(=O)Nc3cccc(F)c3)ccc2OC[C@H](C)N(C(=O)C2CC2)C[C@@H]1C,1.6
SMILES,BioA inh
CN1C(=O)c2cc(NC(=O)c3cnccn3)ccc2OC[C@@H]2O[C@@H](CC(=O)NCC3CCCCC3)CC[C@H]21,18
O=C(Nc1ccccc1F)N1C[C@@H]2[C@H](c3ccccc31)[C@H](CO)N2C(=O)C1CCCC1,-2.9
CCNC(=O)Nc1ccc2c(c1)C(=O)N(C)[C@@H]1CC[C@H](CC(=O)N[C@@H](C)c3ccccc3)O[C@H]1CO2,-2.3
Cc1noc(C)c1S(=O)(=O)Nc1ccc2c(c1)CC(=O)N([C@H](C)CO)C[C@H](C)[C@H](CN(C)Cc1ccc3c(c1)OCO3)O2,-1.3
C[C@@H]1CN([C@H](C)CO)C(=O)Cc2cc(NC(=O)c3ccncc3)ccc2O[C@@H]1CN(C)C(=O)Nc1ccc(F)cc1,-0.1
C[C@@H]1CCCCO[C@@H](CN(C)CC2CCCCC2)[C@@H](C)CN([C@H](C)CO)C(=O)c2cc(NC(=O)CCC(F)(F)F)ccc2O1,0.6
C[C@H](O)C#Cc1ccc2c(c1)O[C@H](CN(C)Cc1ccccc1)[C@@H](C)CN([C@H](C)CO)S2(=O)=O,2.7
COCC(=O)Nc1ccc2c(c1)C(=O)N(C)C[C@H](OC)[C@@H](C)CN(Cc1cc(F)ccc1F)[C@@H](C)CO2,-0.6
C[C@@H]1CN([C@H](C)CO)C(=O)c2cc(NC(=O)Nc3ccccc3)ccc2O[C@H]1CN(C)Cc1ccccc1,-1.8
Cc1cc(C(=O)Nc2cccc3c2O[C@H](CN(C)CC2CCCCC2)[C@H](C)CN([C@H](C)CO)C3=O)n(C)n1,0.7
CC(C)NC(=O)Nc1ccc2c(c1)C(=O)N(C)[C@H]1CC[C@@H](CC(=O)NCC(F)(F)F)O[C@H]1CO2,-3.8
C[C@H]1CN([C@@H](C)CO)C(=O)Cc2cc(NC(=O)Nc3ccc4c(c3)OCO4)ccc2O[C@@H]1CN(C)Cc1ccc2c(c1)OCO2,-0.4
C[C@@H]1CN([C@@H](C)CO)C(=O)c2cc(C#Cc3ccccc3)cnc2O[C@@H]1CN(C)C(=O)c1ccccn1,0.2
CCCNC(=O)N(C)C[C@H]1Oc2ncc(C#CC(C)C)cc2C(=O)N([C@@H](C)CO)C[C@H]1C,-0.2
Cc1ccc(S(=O)(=O)N[C@@H]2CC[C@H](CCn3cc(-c4cccc(F)c4)nn3)O[C@@H]2CO)cc1,2.9
CS(=O)(=O)N1[C@H](C#N)[C@@H](c2ccc(C#CC3CC3)cc2)[C@H]1CO,-0.6
CO[C@H]1CN(C)C(=O)c2cc(C#N)ccc2OC[C@H]2O[C@H](CC[C@H]2OC)CCN(C)C(=O)[C@@H]1C,0.0
CCC(=O)N(C)C[C@@H]1Oc2cc(-c3cccc(C#N)c3)ccc2S(=O)(=O)N([C@@H](C)CO)C[C@H]1C,1.4
C[C@H](CO)N1C[C@H](C)[C@@H](CN(C)S(=O)(=O)c2cccs2)OCCCC[C@H](C)Oc2ccc(NS(=O)(=O)c3ccccc3)cc2C1=O,-4.4
Cc1noc(C)c1NC(=O)Nc1cccc2c1O[C@H](CN(C)C(=O)Nc1ccc(C(F)(F)F)cc1)[C@H](C)CN([C@H](C)CO)C2=O,6.8
Cc1ccc(S(=O)(=O)N(C)C[C@@H]2OCCCC[C@@H](C)Oc3ccc(NC(=O)NC4CCCCC4)cc3C(=O)N([C@H](C)CO)C[C@H]2C)cc1,21
O=C(CN1CCOCC1)N1CCCCN2[C@@H](CO)[C@@H](c3ccc(-c4ccccc4F)cc3)[C@@H]2C1,0.9
O=C(C[C@H]1CC[C@@H]2[C@H](COC[C@@H](O)CN2C(=O)Nc2ccc(Cl)c(Cl)c2)O1)NCc1ccc(Cl)cc1,1.5
CCN1[C@@H]2Cn3c(ccc(/C=C/c4ccccc4)c3=O)[C@H]1[C@@H](C(=O)N1CCOCC1)[C@@H]2CO,-2.6
CCNC(=O)C[C@H]1C=C[C@H](NC(=O)NC2CCCCC2)[C@@H](CO)O1,-2.4
SMILES,BioA inh
C[C@H]1CN([C@@H](C)CO)C(=O)c2cc(Br)cnc2O[C@H]1CN(C)Cc1ccccn1,-1.1
C[C@H](CO)N1C[C@H](C)[C@H](CN(C)C(=O)c2ccccc2)OCCCC[C@H](C)Oc2ccc(NS(=O)(=O)c3ccccc3)cc2C1=O,-0.3
C[C@@H]1CN([C@@H](C)CO)C(=O)CCCn2nncc2CO[C@@H]1CN(C)C(=O)CCCN(C)C,0.0
CN(C)C(=O)C[C@H]1C=C[C@H](NC(=O)NC2CCCC2)[C@H](CO)O1,-2.5
COCC(=O)Nc1ccc2c(c1)C(=O)N(C)C[C@H](OC)[C@@H](C)CN(C(=O)c1cnccn1)[C@H](C)CO2,-2.1
O=C(C[C@@H]1C[C@@H]2c3cc(NC(=O)C4CCOCC4)ccc3O[C@@H]2[C@@H](CO)O1)NCc1cccc(F)c1,-2.5

# A run of entries taken from the entries so far, for reference:
SMILES,BioA inh
C[C@H]1CN([C@@H](C)CO)C(=O)c2cc(Br)cnc2O[C@H]1CN(C)Cc1ccccn1,-1.1
C[C@H](CO)N1C[C@H](C)[C@H](CN(C)C(=O)c2ccccc2)OCCCC[C@H](C)Oc2ccc(NS(=O)(=O)c3ccccc3)cc2C1=O,-0.3
C[C@@H]1CN([C@@H](C)CO)C(=O)CCCn2nncc2CO[C@@H]1CN(C)C(=O)CCCN(C)C,0.0
CN(C)C(=O)C[C@H]1C=C[C@H](NC(=O)NC2CCCC2)[C@H](CO)O1,-2.5
COCC(=O)Nc1ccc2c(c1)C(=O)N(C)C[C@H](OC)[C@@H](C)CN(C(=O)c1cnccn1)[C@H](C)CO2,-2.1
O=C(C[C@@H]1C[C@@H]2c3cc(NC(=O)C4CCOCC4)ccc3O[C@@H]2[C@@H](CO)O1)NCc1cccc(F)c1,-2.5

# Bioassay records as filed in PubChem.
